Screens deposited in PubChem BioAssay by several laboratories.
IDE inh: cellular human IDE inhibition | P14735 | inhibition, % at 5.59 µM | 320,000 tested, 0.41% active | HEK cells, FAbetaB cleavage, fluorescence polarization;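 active = percent inhibition above the average of all tested compounds plus 3 SD, set per screening campaign, cut at about 16% in these data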;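 also: IDE supplied by intact live HEK cells; FP after avidin binding of uncleaved biotin substrate so inhibition keeps polarization high; 0% = DMSO wells and 100% = 60 µM reference IDE inhibitor Ii1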
M4 antag: antagonists of human muscarinic M4 receptor (CHRM4); P08173; CHO-hM4 cells, ACh EC80, Fluo-8 calcium fluorescence; inhibition, % at 3 µM; 360,000 tested, 0.73% active;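 active = inhibition above its plate's cutoff, the mean inhibition of sample wells plus 3 SD, cut at about 27% in these data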;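 also: 0% = acetylcholine EC80 with DMSO and 100% = DMSO without agonist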
Target sequence (P08173 whole entry, looked up): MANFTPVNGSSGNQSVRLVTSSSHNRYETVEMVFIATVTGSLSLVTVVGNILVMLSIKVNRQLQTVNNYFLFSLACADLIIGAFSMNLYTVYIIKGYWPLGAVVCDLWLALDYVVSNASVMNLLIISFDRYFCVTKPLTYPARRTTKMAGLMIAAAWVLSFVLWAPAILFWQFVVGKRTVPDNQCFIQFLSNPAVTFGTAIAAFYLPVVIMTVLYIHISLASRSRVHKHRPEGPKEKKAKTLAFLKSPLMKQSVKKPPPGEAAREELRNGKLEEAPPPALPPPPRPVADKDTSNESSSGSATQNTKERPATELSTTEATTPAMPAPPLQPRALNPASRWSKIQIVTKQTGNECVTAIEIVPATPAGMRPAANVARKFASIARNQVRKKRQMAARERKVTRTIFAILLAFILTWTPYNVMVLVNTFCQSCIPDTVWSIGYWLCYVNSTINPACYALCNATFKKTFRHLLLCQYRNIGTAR
CHRM5 PAM: potentiates acetylcholine response at human M5 receptor. P08912. CHO-K1 hM5, Fluo-8 calcium, ACh EC20 PAM; 0% = ACh EC20, 100% = ACh EC100. activation, % at 3 µM. 360,000 tested, 0.3% active. AID 624038;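 active = activation above the run cutoff, the mean activation of all test compounds plus 3 SD, cut at about 18% in these data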
Target sequence (P08912 whole entry, looked up): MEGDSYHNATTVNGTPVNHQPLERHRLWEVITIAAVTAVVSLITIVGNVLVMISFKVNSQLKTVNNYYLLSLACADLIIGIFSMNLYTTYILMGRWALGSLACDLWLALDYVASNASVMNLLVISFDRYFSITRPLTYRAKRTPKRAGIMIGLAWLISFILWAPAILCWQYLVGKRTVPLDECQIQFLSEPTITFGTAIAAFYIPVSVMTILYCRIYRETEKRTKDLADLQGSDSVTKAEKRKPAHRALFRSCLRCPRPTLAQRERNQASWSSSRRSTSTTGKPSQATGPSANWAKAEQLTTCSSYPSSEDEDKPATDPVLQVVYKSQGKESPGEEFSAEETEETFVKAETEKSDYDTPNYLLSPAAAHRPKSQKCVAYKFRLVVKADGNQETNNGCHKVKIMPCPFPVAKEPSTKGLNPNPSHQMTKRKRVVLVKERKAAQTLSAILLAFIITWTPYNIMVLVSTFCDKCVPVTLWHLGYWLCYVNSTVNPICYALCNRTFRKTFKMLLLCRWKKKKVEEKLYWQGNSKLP
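System: CHO-K1 hM5 cells. Reagent: acetylcholine, EC20 level. Compound dosing: single dose, 3 µM nominal final test concentration. Timing: Post-acetylcholine fluorescence recording 140 s. Detection: Fluo-8 calcium fluorescence. Read-out: % activation, ACh-normalized. Benchmarks: ACh EC20 and EC100 wells. Repeats: singlicate, one well per test compound.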
M4 ag: CHRM4 agonism in calcium assay; P08173; CHO-K1 hM4/Gqi5, Fluo-8 calcium fluorescence; vehicle 0%, full acetylcholine response 100%; activation, % at 3 µM; 360,000 tested, 0.14% active; AID 624127;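 active = activation above the run mean over all test wells plus 3 SD, cut at about 32% in these data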;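 also: peak over basal fluorescence ratio per well then scaled between controls; 0% = DMSO wells and 100% = acetylcholine at EC100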
M4 PAM: potentiates acetylcholine response at human M4 receptor; P08173; CHO-K1 hM4/Gqi5, Fluo-8 calcium fluorescence, ACh EC20; 0% = ACh EC20, 100% = maximal ACh; activation, % at 3 µM; 360,000 tested, 0.4% active; AID 624126;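 active = activation above its plate's cutoff, the mean activation of sample wells plus 3 SD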; also: some results filed as inactive read as strong as hits
CRFBP-R2 agonist: CRF-BP/CRF-R2 complex agonism; HEK293 CRF-R2/CRF-BP, calcium dye fluorescence (FLIPR); percent of saturating CRF peptide response; 350,000 tested, 0.46% active; activation, % at 13.2 µM;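 active = activation of at least 50%, plus an integration ratio under a set limit after plate pattern correction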;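 also: plate controls were neutral control wells without compound for no effect and CRF at EC100 for full effect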
CRFBP-R2 block: blocks CRF-induced signaling of the CRF-BP/CRF-R2 complex. 350,000 tested, 0.59% active. HEK293 CRF-R2/CRF-BP, CRF-induced calcium fluorescence. inhibition, % at 11.8 µM;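 active = inhibition of the ligand-induced calcium signal above about 50% at the single tested concentration, limit read from the data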
CHRM5 antagonist: antagonists of human muscarinic M5 receptor (CHRM5) | P08912 | CHO-hM5 cells, Fluo-8 calcium fluorescence, ACh EC80 | inhibition, % at 3 µM | 360,000 tested, 0.59% active | AID 624040;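 active = inhibition above a per-plate cutoff, the mean of that plate's test compounds plus 3 SD, cut at about 27% in these data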;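 also: 0% = acetylcholine EC80 with DMSO and 100% = DMSO without agonist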
CHRM5 agonist: CHRM5 agonism in calcium assay | P08912 | CHO-K1 hM5 cells, Fluo-8 calcium fluorescence; 0% DMSO wells, 100% maximal acetylcholine response | activation, % at 3 µM | 360,000 tested, 0.19% active;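 active = activation above the run's mean over test compounds plus 3 SD, cut at about 23% in these data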;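 also: signal is peak over basal fluorescence ratio across the kinetic read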
Starred values were filed as active, the others as inactive; / = not tested or not shown.

1) Cc1ccc(S(=O)(=O)N(C)C2(C)CCS(=O)(=O)C2)cc1 (stereo not given)
2) NS(=O)(=O)c1ccc(CCNC(=O)Cc2cccs2)cc1
3) COc1cccc(C(O)c2nc(-c3ccc(C)c(C)c3)cs2)c1 (stereo not given)
4) Cc1ccc(C)n1-c1ccc(-c2nnc3n2CCCCC3)s1
5) CCCn1c2ccccc2c2cnn(CC(=O)NCCOC)c(=O)c21
6) CCc1sc(NC(=O)CN2CCC(C(N)=O)CC2)nc1-c1ccccc1
7) COc1ccc(N(C(=O)c2cc3ccccc3oc2=O)C2C=CS(=O)(=O)C2)c(OC)c1 (stereo not given)
8) COc1ccc(C)cc1S(=O)(=O)N(CC(=O)O)c1ccccc1
screen / no. | 1 | 2 | 3 | 4 | 5 | 6 | 7 | 8
IDE inh | -1 | 6 | / | 3 | / | 0 | 4 | -1
M4 antag | -11 | -4 | 2 | -2 | -13 | -7 | 1 | -4
CHRM5 PAM | 3 | -4 | -2 | 1 | 0 | -1 | 5 | 3
M4 ag | 1 | 1 | 4 | -1 | 1 | -1 | 0 | 1
M4 PAM | 3 | 0 | -1 | 3 | 3 | 5 | 4 | -1
CRFBP-R2 agonist | 0.5 | -0.6 | / | -0.2 | -1.3 | -0.6 | -1.0 | 0.4
CRFBP-R2 block | -9 | -6 | / | 5 | -13 | 8 | -9 | 18
CHRM5 antagonist | -10 | -3 | 3 | 7 | -2 | 11 | 8 | -4
CHRM5 agonist | -2 | 5 | 2 | -4 | -1 | -5 | -4 | -1

9) CC(=O)c1[nH]c(C)c(C(C)=O)c1C
10) Cc1ccc(C)c(S(=O)(=O)N2CCN(C(=O)CN3C(=O)NC(C)(C)C3=O)CC2)c1
11) COc1ccc(/C=N/NC(=O)c2ccc(C)nc2)cc1O
12) Cc1ccc(C2=[N+]([O-])C(C)N(O)C2(C)C)o1 (stereo not given)
13) COCCn1nnnc1C(CC(C)C)N1CCN(c2ccccc2)CC1 (stereo not given)
14) CC(=O)Nc1nc2c(s1)C(=O)NCCC2
15) O=C(Nc1cccc(Cl)c1)/C(=C\c1cccnc1)NC(=O)c1ccco1
16) CN1CCCN(S(=O)(=O)c2ccc(Cl)c(Cl)c2)CC1
screen / no. | 9 | 10 | 11 | 12 | 13 | 14 | 15 | 16
IDE inh | 2 | 5 | 2 | 2 | 8 | 1 | 0 | /
M4 antag | 2 | -8 | -2 | 1 | 0 | -3 | -15 | -2
CHRM5 PAM | 0 | -1 | 7 | -1 | -1 | 8 | -6 | 1
M4 ag | 0 | 1 | 2 | 1 | 0 | 0 | 2 | 2
M4 PAM | 0 | 9 | 2 | 3 | -3 | 10 | 15 | 0
CRFBP-R2 agonist | 0.5 | 0.4 | -0.4 | 2.4 | -2.1 | -0.1 | 1.8 | 5.0
CRFBP-R2 block | 2 | -2 | 3 | -3 | -13 | 2 | 8 | 3
CHRM5 antagonist | 3 | 6 | 1 | 1 | 1 | -7 | 2 | 6
CHRM5 agonist | -1 | 1 | 2 | -3 | 1 | 1 | -2 | -12

17) c1cncc(-c2cccnc2)c1
18) COC(=O)/C(=C\c1c(OC)cc(OC)cc1OC)C(=O)c1ccc2c(c1)OCO2
19) COc1ccc(COc2ccc3ccc(=O)oc3c2)cc1
20) O=C1N[C@@H](Cc2ccccc2)C(=O)N2[C@@H]1C[C@@]1(Br)c3ccccc3N(S(=O)(=O)c3ccccc3)[C@@H]21
21) CN1CCN(c2ccc(Cl)cc2NC(=O)/C=C/c2cccc(F)c2)CC1
22) O=C1C(Sc2ccccc2)=C[C@@]2(O)CC[C@@H](O)[C@]1(Sc1ccccc1)[C@H]2O
23) COCCn1c(=NC(=O)CCS(=O)(=O)c2ccccc2)sc2cc(F)ccc21
24) COc1c(O)ccc(C2NC(=O)NC(C)=C2C(=O)Nc2ccccc2C)c1[N+](=O)[O-] (stereo not given)
screen / no. | 17 | 18 | 19 | 20 | 21 | 22 | 23 | 24
IDE inh | -3 | -1 | 1 | 0 | 5 | / | 1 | -6
M4 antag | -1 | 7 | 1 | 1 | 5 | -6 | 9 | -5
CHRM5 PAM | 3 | -3 | -4 | 3 | 1 | -8 | -8 | 4
M4 ag | 1 | 6 | 1 | 3 | 8 | 1 | 3 | 1
M4 PAM | 10 | 1 | -7 | -2 | -4 | 1 | 0 | -2
CRFBP-R2 agonist | -1.6 | 1.3 | -0.2 | -0.1 | 3.8 | / | -1.2 | 2.4
CRFBP-R2 block | 14 | 1 | 8 | 6 | -72 | / | -16 | -10
CHRM5 antagonist | -3 | 8 | 14 | 0 | 13 | 0 | 6 | -12
CHRM5 agonist | 0 | -1 | -5 | 0 | 1 | 4 | -3 | -3

25) O=C(O)c1ccc(CSc2nnc(COc3ccccc3)o2)cc1
26) COC(=O)/C(C#N)=C/c1cc(C)sc1C
27) CC1(C(=O)OCC(=O)NC(=O)c2ccccc2)CC1(Cl)Cl (stereo not given)
28) Cc1cc(Cl)c(S(=O)(=O)Nc2ccccn2)cc1OCC(N)=O
29) Cc1ccc(NC(=O)CN(C)C(=O)Cc2ccc(Cl)c(Cl)c2)cc1
30) CCOC(=O)C1(Cc2cccc(OC)c2)CCCN(C(=O)c2cc(C)[nH]n2)C1 (stereo not given)
31) O=C(O)COCC(=O)N1CCN(C(c2ccccc2)c2ccccc2)CC1
32) CCOc1ccc(C(C)=O)cc1CN1C(=O)c2ccccc2S1(=O)=O
screen / no. | 25 | 26 | 27 | 28 | 29 | 30 | 31 | 32
IDE inh | -3 | 6 | 4 | -1 | 0 | 3 | 6 | 1
M4 antag | 6 | -2 | 17 | 8 | -6 | -12 | 41* | 8
CHRM5 PAM | -10 | -20 | 1 | -9 | -3 | -10 | -31 | 2
M4 ag | 10 | 12 | 0 | 0 | 1 | 2 | 16 | 2
M4 PAM | -2 | -22 | -9 | 2 | 2 | 7 | -50 | -7
CRFBP-R2 agonist | 0.3 | -1.9 | 3.8 | 2.7 | 0.3 | -2.0 | -1.3 | 1.8
CRFBP-R2 block | 1 | 17 | -29 | 1 | -11 | 4 | -3 | -9
CHRM5 antagonist | 17 | 19 | 1 | 7 | 12 | 26 | 40* | 0
CHRM5 agonist | 4 | -7 | 1 | -2 | -5 | -1 | -16 | -1

33) CCN(CC)Cc1c(O)ccc2c(-c3ccccc3)cc(=O)oc12
34) COc1cccc(C(=O)COC(=O)C2CC3CCCC(C2)C3=O)c1 (stereo not given)
35) CC1(C)CC(=O)C=C(NCc2ccco2)C1
36) Cc1ccc(CNC(=O)CCCn2c(=O)c3ccccc3n(CC(=O)NCc3ccco3)c2=O)cc1
37) O=C(CSc1nnc(CNc2cccc(Cl)c2)o1)OC1CCCCC1
38) NC(N)=Nc1nc(-c2ccccc2)c2ccccc2n1
39) CC(=O)Nc1ccc(C=NN=C2c3ccccc3-c3ccccc32)cc1
40) COCCNc1nc(NCCN2CCNC2=O)c2sc(-c3ccccc3)cc2n1
screen / no. | 33 | 34 | 35 | 36 | 37 | 38 | 39 | 40
IDE inh | 4 | 3 | -1 | 2 | 1 | -9 | / | /
M4 antag | -3 | -8 | 4 | -11 | -2 | -1 | 4 | -9
CHRM5 PAM | -4 | -3 | -2 | 6 | -11 | 3 | 11 | 1
M4 ag | 0 | 5 | 0 | 2 | 1 | 0 | 2 | 6
M4 PAM | 2 | 3 | 2 | 6 | -4 | -3 | 18* | -2
CRFBP-R2 agonist | 1.1 | 1.2 | 4.5 | -4.7 | 1.0 | 1.5 | -0.8 | /
CRFBP-R2 block | 8 | -2 | 31 | 1 | 5 | -30 | -10 | /
CHRM5 antagonist | 3 | -1 | -12 | -8 | 12 | -2 | -9 | -5
CHRM5 agonist | -4 | -4 | -2 | -4 | -10 | -10 | 3 | -1

41) COc1ccc(NC(=O)N(C)C[C@H]2OCCCC[C@H](C)Oc3ccc(NS(=O)(=O)c4cn(C)cn4)cc3C(=O)N([C@H](C)CO)C[C@@H]2C)cc1
42) O=C(COC(=O)c1ccccc1NCCO)Nc1ccc(S(=O)(=O)NC2=NCCCCC2)cc1
43) O=C(COc1ccc(-c2ccccc2)cc1)N/N=C/c1ccccc1Br
44) O=C(COC(=O)c1ccccc1C(=O)c1ccc(Cl)cc1)NCC1CCCO1 (stereo not given)
45) CN(CCC#N)C(=O)Cn1nc(Cc2ccncc2)c2ccccc2c1=O
46) FC(F)Oc1ccc(NC(=S)NCC2COc3ccccc3O2)cc1 (stereo not given)
47) Cc1oc(CC(C)C)c(CN2CCCC2)c1C(=O)O
48) CCn1cc(C(=O)O)c(=O)c2cnc(N3CCN(C(=S)NC(=O)c4ccccc4)CC3)nc21
screen / no. | 41 | 42 | 43 | 44 | 45 | 46 | 47 | 48
IDE inh | / | / | 6 | 7 | 1 | 8 | 4 | 4
M4 antag | -1 | 8 | 4 | -11 | -7 | 3 | 4 | -2
CHRM5 PAM | -3 | -2 | 5 | -9 | -2 | -15 | -5 | 10
M4 ag | 1 | 0 | 1 | 9 | 1 | 10 | 0 | 0
M4 PAM | 0 | 8 | 4 | 4 | 3 | -9 | 2 | -2
CRFBP-R2 agonist | 0.5 | -0.4 | 1.9 | -0.6 | -1.1 | -0.7 | 0.1 | 1.4
CRFBP-R2 block | -15 | 15 | -13 | 3 | 1 | 20 | 13 | 18
CHRM5 antagonist | 4 | 12 | -5 | 17 | 1 | 10 | 1 | -3
CHRM5 agonist | 0 | -3 | -3 | 1 | 3 | 4 | -9 | 0

Fetched by compound from above (4):
48) CCn1cc(C(=O)O)c(=O)c2cnc(N3CCN(C(=S)NC(=O)c4ccccc4)CC3)nc21
41) COc1ccc(NC(=O)N(C)C[C@H]2OCCCC[C@H](C)Oc3ccc(NS(=O)(=O)c4cn(C)cn4)cc3C(=O)N([C@H](C)CO)C[C@@H]2C)cc1
47) Cc1oc(CC(C)C)c(CN2CCCC2)c1C(=O)O
46) FC(F)Oc1ccc(NC(=S)NCC2COc3ccccc3O2)cc1 (stereo not given)
screen / no. | 48 | 41 | 47 | 46
IDE inh | 4 | / | 4 | 8
M4 antag | -2 | -1 | 4 | 3
CHRM5 PAM | 10 | -3 | -5 | -15
M4 ag | 0 | 1 | 0 | 10
M4 PAM | -2 | 0 | 2 | -9
CRFBP-R2 agonist | 1.4 | 0.5 | 0.1 | -0.7
CRFBP-R2 block | 18 | -15 | 13 | 20
CHRM5 antagonist | -3 | 4 | 1 | 10
CHRM5 agonist | 0 | 0 | -9 | 4

(list continues)
49) O=C(O)/C(=C/c1ccc(Cl)c([N+](=O)[O-])c1)c1ccc(S(=O)(=O)N2CCCCC2)s1
50) N#Cc1c(-c2ccccc2)c(-c2ccccc2)n(Cc2ccco2)c1NC(=O)c1cccs1
51) Cc1cc(=O)oc2cc(OC(C)C(=O)NCCCn3ccnc3)ccc12 (stereo not given)
52) Cc1nn(-c2ccc(F)cc2)c(C)c1CN1CCN(Cc2ccccc2)C(CCO)C1 (stereo not given)
53) CCCc1nc(SCc2ccccc2Cl)n[nH]1
screen / no. | 49 | 50 | 51 | 52 | 53
IDE inh | / | -1 | 0 | -6 | 3
M4 antag | 9 | -2 | -4 | 2 | 0
CHRM5 PAM | 8 | 29* | 1 | -4 | 1
M4 ag | 0 | -1 | 1 | 0 | 0
M4 PAM | -2 | -1 | 9 | -10 | 3
CRFBP-R2 agonist | -3.6 | -1.2 | 0.8 | 1.1 | -1.8
CRFBP-R2 block | 19 | 18 | -27 | 1 | 3
CHRM5 antagonist | 13 | 0 | 16 | 13 | 6
CHRM5 agonist | 5 | 0 | -4 | -8 | -4

Hits appear at their usual frequency; any-hit rate near 2.9%.
